Screening data (PubChem BioAssay)
BLM inh: qHTS Assay for Inhibitors of Bloom's syndrome helicase (BLM). AID 2528, 2010. 0.2% of 350,000 active. RecQ-like DNA helicase BLM (Homo sapiens), P54132. recombinant BLM DNA unwinding, fluorescence dequenching. Potency, µM (doses to about 56.1 µM), without a hit: at the top dose activity change, negative = inhibition, most hits filed as inhibitors;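 also: potency is read from the fitted curve at half-maximal effect; plate controls were vehicle for no effect and no enzyme for full effect; nearly all actives have a fitted effect of over 35% in size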
POLH inh: qHTS for Inhibitors of Polymerase Eta; DNA polymerase eta (Homo sapiens), Q9Y253; recombinant Pol eta, fluorescent DNA replication assay; Potency, µM (top dose mostly 114 µM), without a hit: top-dose activity change, negative = inhibition, most hits filed as inhibitors; 1.2% of 390,000 active; also: potency is read from the fitted curve at half-maximal effect; % is scaled to controls: 0 for no effect and ±100 for the full control effect
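Pol eta (10 nM) was preincubated with compounds for 15 min at room temperature, after which fluorescent replication substrate (50 nM final) was added to start the reaction. Fluorescence was read kinetically at 0 and 10 min.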
Pol beta inh: qHTS Assay for Inhibitors of DNA Polymerase Beta; Pol beta primer extension/strand displacement, fluorescence kinetic; Potency, µM (highest dose often 114 µM), for inactives: top-dose activity change, negative = inhibition, hits mostly inhibitors; P06746; 1.3% of 340,000 active; also: potency is read from the fitted curve at half-maximal effect; % is scaled to controls: 0 for no effect and ±100 for the full control effect
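Reaction started by 50 nM substrate onto compound-treated Pol beta (10 nM, 15 min preincubation, room temperature); plates read at 0 min and 10 min. Normalized concentration-effect data fitted by four-parameter Hill equation.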
Pol iota inh: qHTS for Inhibitors of Polymerase Iota | DNA polymerase iota (Homo sapiens), Q9UNA4 | Pol iota fluorescent replication assay, 10 min | Potency, µM (top dose mostly 115 µM), inactives show at the top dose activity, negative = inhibition, usual class: inhibitors | 1% of 390,000 active | AID 588590, 2011; also: potency is read from the fitted curve at half-maximal effect
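Pol iota at 10 nM preincubated 15 min with compounds at room temperature; reaction started with fluorescent substrate, 50 nM final. Fluorescence read kinetically at 0 and 10 min; buffer-only wells as negative control.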
POLK inh: qHTS for Inhibitors of Polymerase Kappa; DNA polymerase kappa (Homo sapiens), Q9UBT6; purified Pol kappa, fluorescent DNA synthesis assay, 10 min; 0.53% of 400,000 active; Potency, µM (doses to about 107 µM), inactives show at the top dose activity, negative = inhibition, most hits filed as inhibitors; also: potency is read from the fitted curve at half-maximal effect; % is scaled to controls: 0 for no effect and ±100 for the full control effect
Target sequence (Q9UBT6 whole entry, looked up): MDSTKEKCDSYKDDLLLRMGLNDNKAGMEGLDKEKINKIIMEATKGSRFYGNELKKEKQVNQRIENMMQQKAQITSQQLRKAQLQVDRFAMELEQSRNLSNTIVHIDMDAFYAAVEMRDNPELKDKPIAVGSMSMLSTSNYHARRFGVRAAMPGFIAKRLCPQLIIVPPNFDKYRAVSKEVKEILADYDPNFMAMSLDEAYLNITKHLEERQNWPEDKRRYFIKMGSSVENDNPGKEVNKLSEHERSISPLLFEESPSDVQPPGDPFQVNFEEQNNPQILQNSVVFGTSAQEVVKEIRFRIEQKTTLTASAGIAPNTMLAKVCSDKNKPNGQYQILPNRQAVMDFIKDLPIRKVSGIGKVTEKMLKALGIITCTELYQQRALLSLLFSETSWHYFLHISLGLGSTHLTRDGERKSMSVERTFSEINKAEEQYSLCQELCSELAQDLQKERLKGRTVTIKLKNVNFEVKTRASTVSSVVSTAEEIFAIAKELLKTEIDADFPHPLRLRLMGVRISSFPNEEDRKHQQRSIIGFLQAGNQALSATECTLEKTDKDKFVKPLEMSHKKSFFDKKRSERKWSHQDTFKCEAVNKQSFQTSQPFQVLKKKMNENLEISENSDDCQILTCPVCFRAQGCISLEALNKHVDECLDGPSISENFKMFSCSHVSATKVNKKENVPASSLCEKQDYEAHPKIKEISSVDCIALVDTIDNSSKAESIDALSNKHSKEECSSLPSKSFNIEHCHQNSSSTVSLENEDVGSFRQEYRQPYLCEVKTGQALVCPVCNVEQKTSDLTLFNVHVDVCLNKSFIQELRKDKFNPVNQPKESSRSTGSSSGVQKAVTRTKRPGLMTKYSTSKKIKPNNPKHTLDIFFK
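10 nM Pol kappa was preincubated with compounds for 15 min at room temperature. Reaction started with 50 nM (final) substrate. Fluorescence read kinetically at 0 and 10 min.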
Anesthetic bind: qHTS Assay for Identification of Novel General Anesthetics; 0.074% of 350,000 active; Potency, µM (doses to about 77.5 µM), for the others: at the highest dose activity change, negative = displacement, most hits filed as inhibitors; AID 485281, 2010; apoferritin/1-aminoanthracene competitive binding, fluorescence; Ferritin light chain (Equus caballus), P02791; also: potency is read from the fitted curve at half-maximal effect; % is scaled to controls: 0 for no effect and ±100 for the full control effect; nearly all actives have a fitted effect of over 20% in size
Target sequence (P02791 2-175 limits assumed): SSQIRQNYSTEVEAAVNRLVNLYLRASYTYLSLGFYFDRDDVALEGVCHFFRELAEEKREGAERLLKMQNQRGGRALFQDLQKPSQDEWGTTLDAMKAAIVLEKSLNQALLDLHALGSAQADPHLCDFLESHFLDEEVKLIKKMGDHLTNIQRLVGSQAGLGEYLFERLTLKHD
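Apoferritin-based anesthetic binding model; compound displacement of fluorescent 1-AMA measured as endpoint fluorescence after 10 minutes at room temperature, scaled to free-ligand and complex controls.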
APE1 inh: qHTS Assay for Inhibitors of the Human Apurinic/apyrimidinic Endonuclease 1 (APE1). 0.35% of 350,000 active. Potency, µM (highest dose often 65.8 µM), without a hit: top-dose activity change, negative = inhibition, usual class: inhibitors. recombinant APE1, TAMRA/BHQ-2 abasic DNA cleavage fluorescence. AID 2517, 2012;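 also: potency is read from the fitted curve at half-maximal effect; plate controls were vehicle for no effect and reference inhibitor for full effect; nearly all actives have a fitted effect of over 55% in size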
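Measures dequenching upon AP-site incision of a 5'-TAMRA/3'-BHQ-2 THF-containing duplex, 50 nM; human APE1 0.75 nM after 15 min room-temperature exposure to compound; kinetic three-point read at one-minute spacing.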
PGK inhibitor: qHTS Assay to Find Inhibitors of Phosphoglycerate Kinase | Phosphoglycerate kinase, glycosomal (Trypanosoma brucei brucei), P07378 | PGK/GAPDH coupled, Kinase-Glo luminescence, 60 min | Potency, µM (doses to about 57.5 µM), for inactives: at the top dose activity change, negative = inhibition, usual class: inhibitors | 0.043% of 380,000 active; also: potency is read from the fitted curve at half-maximal effect; % is scaled to controls: 0 for no effect and ±100 for the full control effect; nearly all actives have a fitted effect of over 60% in size
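Luminescent ATP detection (Kinase-Glo Plus) follows a 60-minute room-temperature incubation, with wells lacking PGK as controls. Buffer: 100 mM TEA (pH 7.6), 5 mM MgCl2, 0.01% Tween-20. Coupling enzyme GAPDH (100 nM final) supplies unstable 1,3-BPG in-well.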
RXFP1 antag: qHTS Assay for Antagonists of the Relaxin Receptor RXFP1; Relaxin receptor 1 (Homo sapiens), Q9HBX9; HEK293-RXFP1, relaxin-stimulated cAMP HTRF, 30 min; active compounds read low; activity change, negative = inhibition, % at 57.5 µM; 0.59% of 350,000 active; AID 1259400, 2018;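 active = activity change of -60% or lower, but not beyond a set lower limit; inconclusive = change between -60% and -40%, or beyond the set limit; inactive = change above -40%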; also: % is scaled to controls: 0 for no effect and ±100 for the full control effect
The depositor's hits bear a star; i = inactive; ? = inconclusive; / = not tested or not shown; & = joins results of further samples; [ ] = dose if it differs, or a comment. Unless noted, calls follow the shape of the dose curve; as a rule, active = well fitted curve in the direction sought with a large enough effect; inconclusive = small, poorly fitted or top-dose-only effect, or another doubt; inactive = no such curve, though single readings can be large; an effect the other way counts as inactive or inconclusive. Only part of the results is shown, so the mix of outcomes need not match the whole.

Sequence of screens: BLM inh	RXFP1 antag	APE1 inh	PGK inhibitor	POLK inh	Pol beta inh	Anesthetic bind	POLH inh	Pol iota inh
(1) CC1(c2ccc3c(c2)OCO3)NC(=O)N(CC(=O)c2ccc[nH]2)C1=O (stereo not given)
    /	-11	12%	-3%	-3%	/	/	-19%	11%
(2) Cc1cc(C)nc(NC(=NCCc2c[nH]c3ccc(Cl)cc23)NC(=O)c2ccccc2C)n1
    -3%	/	/	4%	-7%	10%	-15%	-5%	-1%
(3) CC(C)c1cnc2c(c1SCc1cccc(F)c1)c(=O)n(C)c(=O)n2C
    -4%	-29	/	-4%	-5%[60.1 µM]	-23%	?	-23%	14%
(4) Cn1c2c(c(=O)n(C)c1=O)C1c3ccccc3OCC1C(C)(C)O2 (stereo not given)
    3%	-8	1%	-5%	8%	2%	1%	-9%	3%
(5) Cc1ccc(-n2c(C)cc(C(=O)COC(=O)c3ccc[nH]c3=O)c2C)cc1
    -1%	-9	2%	-2%	4%	3%	0%	-11%	22%
(6) O=C(Nn1cnnc1)c1cccc(S(=O)(=O)N2CCOCC2)c1
    -1%	5	3%	-8%	-19%	-1%	-6%	-4%	117%[activator]
(7) O=C(CCN1CCOCC1)c1ccc(Cl)cc1
    -1%	10	3%	-9%	-7%	-15%	-9%	-3%	55%[activator]
(8) CC1(C(=O)OCC(=O)N2c3ccccc3Sc3ccccc32)CC1(Cl)Cl (stereo not given)
    -2%	-13	-2%	1%	-4%	5%	-6%	-8%	-1%
(9) OC(CNCc1ccc(Cl)c(Cl)c1)c1ccccc1 (stereo not given)
    -2%	-8	?	1%	2%	?	-9%	-10%	15%
(10) CN1CCN(C2Cc3ccc(F)cc3Sc3cc(F)c(Cl)cc32)CC1 (stereo not given)
    /	-22	/	-6%	-7%	/	/	?	-17%
(11) CCN(CC)C(=O)[C@H]1C[C@H](CC(=O)NCc2ccco2)C(=O)N2CCc3c([nH]c4ccc(Cl)cc34)[C@]12C
    /	/	-18%	0%	-10%	/	/	-18%	11%
(12) NCCNCCNCCNCCN
    9%	0	2%	/	-5%[60.1 µM]	/	/	/	/
(13) Cc1ccc(NS(=O)(=O)c2cccc(C(=O)NCCCN3CCCC3=O)c2)cc1
    /	-12	16%	-9%	-6%	/	/	-19%	27%
(14) COc1ccc(C(CC(=O)c2ccccc2)S(=O)(=O)c2ccccc2)cc1 (stereo not given)
    -2%	2	-1%	-6%	-16%	-20%	-1%	-8%	-1%
(15) O=C(CC(=O)NC1CCCCC1)N/N=C/c1ccc(Cl)cc1
    -3%	-9	19%	-3%	-3%	47%	?	8%	11%
(16) O=C1/C(=C\c2ccc(Cl)c(Cl)c2)CN(C(=O)CCN2CCOCC2)C/C1=C/c1ccc(Cl)c(Cl)c1
    /	-36	/	5%	-15%	/	/	?	?
(17) CCN(CC)c1ccc2cc(C(N)=O)c(=O)oc2c1
    -5%	0	-6%	-2%	-11%	-3%	3%	0%	-6%
(18) O=C(CN1CCOCC1)NNC(=O)c1ccc(Cl)cc1
    /	9	12%	-6%	-4%	/	/	-4%	-12%
(19) Cc1nn(S(=O)(=O)c2ccc(Cl)cc2)c(C)c1Sc1ccc([N+](=O)[O-])cc1
    -4%	/	2%	2%	-8%	?	4%	-3%	15%
(20) N#Cc1cnn2ccn(C3OC(CO)C(O)C3O)c12 (stereo not given)
    -4%	0	1%	-8%	9%	23%	0%	3%	16%

Ordered by the number under PGK inhibitor (high to low): 3 from the list above
nr	molecule	PGK inhibitor
9	OC(CNCc1ccc(Cl)c(Cl)c1)c1ccccc1 (stereo not given)	1%
5	Cc1ccc(-n2c(C)cc(C(=O)COC(=O)c3ccc[nH]c3=O)c2C)cc1	-2%
10	CN1CCN(C2Cc3ccc(F)cc3Sc3cc(F)c(Cl)cc32)CC1 (stereo not given)	-6%

(more compounds)
Sequence of screens: BLM inh	RXFP1 antag	APE1 inh	PGK inhibitor	POLK inh	Pol beta inh	Anesthetic bind	POLH inh	Pol iota inh
(21) C=CCSc1nnc(NC(=O)c2c(CC)noc2C)s1
    /	15	0%	2%	-2%	/	/	-20%	?
(22) CC(C)n1cnc2c(Nc3ccc(C(=O)O)cc3)nc(Cl)nc21
    -2%	/	2%	8%	-4%	?	-3%	-14%	11%
(23) O=C(CSc1nc(-c2ccccc2)ns1)N1CCOCC1
    -6%	14	-4%	-10%	-1%	-9%	1%	-15%	68%[activator]
(24) CCOc1cc2c(cc1O)C(=NOC)CC1C2CCC2(C)C(O)CCC12 (stereo not given)
    /	0	/	-6%	-10%	/	/	-11%	-7%
(25) CC(C)C(c1nnnn1Cc1ccccc1)N1CCN(Cc2ccc3c(c2)OCO3)CC1 (stereo not given)
    -8%	-15	19%	1%	-10%	27%	-14%	-17%	-6%
(26) COC(=O)c1cnc(N2CCN(c3ccc(OC)cc3)CC2)c2ccccc12
    -9%	0	/	3%	-13%[60.1 µM]	1%	1%	-21%	6%
(27) CCOc1cc(NC(=S)NC)c(OCC)cc1NC(=O)c1cccs1
    -1%	-5	2%	-9%	5%	-2%	5%	-2%	35%[activator]
(28) Cc1cccc(NC(=O)C2CCCN(S(=O)(=O)c3c(C)n[nH]c3C)C2)c1 (stereo not given)
    0%	/	/	-7%	3%	-24%	2%	-11%	10%
(29) C/C(=N/NC(=O)CNC(=O)c1ccco1)c1ccc(Cl)cc1
    -1%	3	-24%	-1%	8%	21%	?	-13%	-3%
(30) Cc1nn(-c2ccccc2)c(/N=C/c2ccccc2O)c1-c1ccccc1
    -12%	/	10%	-10%	-11%	12%	-12%	-14%	8%
(31) Cc1ccccc1NC(=O)Cn1nc(-c2ccc(F)cc2)c2cnc3ccccc3c21
    -6%	-13	/	i	17%	-8%	-6%	-10%	26%
(32) O=C(c1cc(F)ccc1F)C1CCCN(C(=O)CCN2CCCCO2)C1 (stereo not given)
    0%	-14	-2%	2%	-2%	42%	-9%	-9%	45%[activator]
(33) O=C(Nc1ccccc1N1CCCCC1)c1cc(S(=O)(=O)N2CCOCC2)ccc1F
    /	-2	-13%	1%	-4%	/	/	-4%	24%
(34) COc1ccc(C2=CC(=O)OC3(CCCC3)O2)cc1
    -4%	-2	2%	8%	-2%	1%	-18%	-7%	6%
(35) CCCCC[C@H](O)/C=C/C=C\C=C\C=C\[C@@H](O)[C@@H](O)CCCC(=O)O
    0%	/	-2%&-2%	/	4%[19.4 µM]	/	2%	/	/
(36) CNC(=O)C1CCC(Cn2c(=O)c3sccc3n(CC(=O)N3CCC(C)CC3)c2=O)CC1 (stereo not given)
    -3%	-10	/	?	0%	-1%	-11%	-2%	10%
(37) CCN1CCN(CC(=O)N2N=C(c3cccs3)CC2c2ccc(C)cc2)C(=O)C1=O (stereo not given)
    -4%	-24	1%	-8%	-7%	0%	-14%	2%	145%[activator]
(38) C(=C(c1ccccc1)c1ccccc1)c1ccccn1
    /	/	9%	i	-3%	/	/	-18%	13%
(39) Cc1cnc(NC(=O)CSCc2c(C)noc2C)s1
    /	-17	14%	-1%	-4%	/	/	-11%	156%[activator]
(40) CCN(c1ccc(OC)cc1)S(=O)(=O)N1CCCC(C(=O)NCc2cccc(C)c2)C1 (stereo not given)
    -1%	3	18%	0%	-12%	-23%	-9%	-12%	-8%

A second format for part of the listing above:
entry	Structure	BLM inh	RXFP1 antag	APE1 inh	PGK inhibitor	POLK inh	Pol beta inh	Anesthetic bind	POLH inh	Pol iota inh
40	CCN(c1ccc(OC)cc1)S(=O)(=O)N1CCCC(C(=O)NCc2cccc(C)c2)C1 (stereo not given)	-1%	3	18%	0%	-12%	-23%	-9%	-12%	-8%
39	Cc1cnc(NC(=O)CSCc2c(C)noc2C)s1	/	-17	14%	-1%	-4%	/	/	-11%	156%[activator]

Exported screen by screen: two of the compounds above.
24: CCOc1cc2c(cc1O)C(=NOC)CC1C2CCC2(C)C(O)CCC12 (stereo not given)
25: CC(C)C(c1nnnn1Cc1ccccc1)N1CCN(Cc2ccc3c(c2)OCO3)CC1 (stereo not given)

| compound no. | 24 | 25 |
| --- | --- | --- |
| BLM inh | / | -8% |
| RXFP1 antag | 0 | -15 |
| APE1 inh | / | 19% |
| PGK inhibitor | -6% | 1% |
| POLK inh | -10% | -10% |
| Pol beta inh | / | 27% |
| Anesthetic bind | / | -14% |
| POLH inh | -11% | -17% |
| Pol iota inh | -7% | -6% |

(cont.)
Sequence of screens: BLM inh	RXFP1 antag	APE1 inh	PGK inhibitor	POLK inh	Pol beta inh	Anesthetic bind	POLH inh	Pol iota inh
(41) COc1ccc(N2CCN(C(=O)CSc3ncnc4c3cnn4-c3ccc(OC)cc3)CC2)cc1
    -6%	4	11%	-2%	-1%	45%	-7%	-7%	1%
(42) O=C(NCc1ccncc1)C12CC3CC(CC(Cl)(C3)C1)C2
    -4%	-3	33%	0%	-1%	-1%	-6%	-15%	15%
(43) O=C(Nc1cnccn1)Nc1ccc(Cl)cc1Cl
    -10%	18	17%	8%	-6%	46%[activator]	-1%	2%	11%
(44) CC(C)c1ccc(NC(=O)CN2C(=O)NC3(CCCCCCC3)C2=O)cc1
    /	-11	-6%	-3%	-8%	/	/	-15%	12%
(45) Cc1cc(SCC(=O)OCC(=O)N2CCCC2=O)c(C)cc1Br
    /	3	-13%	4%	-15%	/	/	-26%	40%[activator]
(46) Cc1ccc(NC(=O)COC(=O)c2ccc3c(c2)NC(=O)C2CCCN32)cc1 (stereo not given)
    -10%	-11	15%	-10%	-6%	16%	5%	3%	7.9µM*
